TAG inh = reduces triacylglycerol accumulation in H9c2 cells. Nile Red lipid (TAG) fluorescence; cells loaded with 200 µM oleic acid. inhibition, % at 12.5 µM. hit rate 0.66% among 230,000. AID 651582;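 active = pattern-corrected inhibition of lipid staining of at least 50% with the nuclear-stain viability signal not falling by more than 50%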;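 note: 0% = DMSO wells and 100% = triacsin C control wells; some results filed as inactive read as strong as hits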
TAG inh DAPI viability = also measured in TAG inh; calls as there; DAPI nuclei signal change (viability), lower = more cytotoxic, %;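 whole-well DAPI fluorescence read on a plate reader as a viability signal; minus 50 percent equals half of cells still viable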
* hit, by the source's call; & = joins results of further samples. Not all compounds are listed; count on the stated rates, not on these rows.

smiles	TAG inh	TAG inh DAPI viability
CCc1nc2ccc(C(=O)NCCN3CCOCC3)cn2c1N(CCC(C)C)CCN(C)C	-10	13
CN(C(=O)C(Cl)Cl)C1CC2C=CC1C2 (configuration not stated)	0	7
CCOC(=O)N1CCC(NC(=O)C2CCC(CNS(=O)(=O)c3ccc(OC)cc3)CC2)CC1 (configuration not stated)	1	4
N#Cc1ccc(C(=O)CSc2nnc(-c3ccc(C(F)(F)F)cn3)s2)cc1	1	-2
Cc1noc2ncnc(Oc3cc(Cl)ccc3Cl)c12	-16	4
O=C(Nc1ccc([N+](=O)[O-])cc1)Nc1ccc2[nH]c(=O)[nH]c2c1	1	6
O=C(CNC(=O)c1ccc(S(=O)(=O)N2CCCC2)cc1)N/N=C/c1ccco1	3	4
COc1ccc2c(CC(=O)NNC(=O)c3ccc(C)cc3)coc2c1	2	-2
COCCn1ccc(O)c(Cc2ccccc2)c1=O	11	-6
Cc1cc(C(=O)OCC(=O)NNC(=O)c2cccs2)ccc1[N+](=O)[O-]	-14	9
CCCc1nc2c(s1)CCc1onc(-c3ccc(Br)cc3)c1-2	1	-10
CCN1CCCC1CNC(=O)Cn1cnc2ccc(S(=O)(=O)N3CCC(C)CC3)cc2c1=O (configuration not stated)	-5	8

Continued:
smiles	TAG inh	TAG inh DAPI viability
O=C1CC(Sc2ccc(Cl)cc2)C(=O)N1Cc1ccncc1 (configuration not stated)	-6	0
O=Cc1[nH]c2ccccc2c1N(C(=O)CCl)c1ccc([N+](=O)[O-])cc1	-1	-8
CCOC(=O)C1(C)CCCN(C(=O)c2ccc(F)c(Cl)c2)C1 (configuration not stated)	-5	9
O=C(Nc1ccccc1)SC1CCCCC1	4	7
C=CCN=C1S/C(=C\c2ccc(N(C)C)cc2)C(=O)N1CC=C	-1	0
N#CC(C#N)=Cc1ccc(NC(=O)c2ccc(Br)cc2)cc1	2	-7
COc1ccc(/C=C/C(=O)NC(=S)NNC(=O)c2ccco2)cc1OC	-3	4
CO/N=C\CC(=O)Nc1ccc(Cl)cc1Cl	-22	131
CC(OC(=O)c1nn(C)c(=O)c2ccccc12)C(=O)NC1CCCCC1C (configuration not stated)	-20	11
COC(=O)C1=C(N)OC2=C(C(=O)CC(C)(C)C2)C1c1ccoc1 (configuration not stated)	-31	11
O=C(O)c1ccccc1N/N=C/c1c(Sc2nnnn2-c2ccccc2)nc2ccccn2c1=O	-13	11
N#C/C=C1\Sc2ccccc2C(=O)N1CC(=O)N1CCN(S(=O)(=O)c2ccccc2)CC1	2	3

Going on with the list.
smiles	TAG inh	TAG inh DAPI viability
CCN(Cc1ccccc1)C(=O)c1cccc(S(=O)(=O)N2CCN(c3ccccc3)CC2)c1	1	4
Nc1c(C(=O)c2ccccc2)oc2ccc([N+](=O)[O-])cc12	14	10
NC(=O)C1(C(N)=O)OC1c1ccccc1 (configuration not stated)	2	2
COc1cccc(N2CC(C(=O)Nc3c(C)cccc3C)CC2=O)c1 (configuration not stated)	-4	1
S=P(N1CC1)(N1CC1)N1CC1	9	9
CCC(C)[C@H](NC(=O)NCc1ccc(F)cc1)C(=O)O (some centres not stated)	8	-4
COC(=O)c1cc(-c2ccc(OC)cc2)n[nH]1	-2	6
COc1ccc(CC(=O)OCC(=O)Nc2ccc3c(c2)OCO3)cc1OC	2	-2
COc1ccc(OC)c(C(O)c2ncc(-c3cccc(C(F)(F)F)c3)[nH]2)c1 (configuration not stated)	-12	-2
O=C1CCC(=O)N1c1ccc(NCCc2cccc(F)c2)c([N+](=O)[O-])c1	-13	11
Nc1[nH]nc2ncc3cc4ccccc4nc3c12	10	11
CSCCC(NC(=O)c1ccccc1Cl)C(=O)N1CCN(C(c2ccccc2)c2ccccc2)CC1 (configuration not stated)	1	3

17 successive records already listed:
smiles	TAG inh	TAG inh DAPI viability
C=CCN=C1S/C(=C\c2ccc(N(C)C)cc2)C(=O)N1CC=C	-1	0
N#CC(C#N)=Cc1ccc(NC(=O)c2ccc(Br)cc2)cc1	2	-7
COc1ccc(/C=C/C(=O)NC(=S)NNC(=O)c2ccco2)cc1OC	-3	4
CO/N=C\CC(=O)Nc1ccc(Cl)cc1Cl	-22	131
CC(OC(=O)c1nn(C)c(=O)c2ccccc12)C(=O)NC1CCCCC1C (configuration not stated)	-20	11
COC(=O)C1=C(N)OC2=C(C(=O)CC(C)(C)C2)C1c1ccoc1 (configuration not stated)	-31	11
O=C(O)c1ccccc1N/N=C/c1c(Sc2nnnn2-c2ccccc2)nc2ccccn2c1=O	-13	11
N#C/C=C1\Sc2ccccc2C(=O)N1CC(=O)N1CCN(S(=O)(=O)c2ccccc2)CC1	2	3
CCN(Cc1ccccc1)C(=O)c1cccc(S(=O)(=O)N2CCN(c3ccccc3)CC2)c1	1	4
Nc1c(C(=O)c2ccccc2)oc2ccc([N+](=O)[O-])cc12	14	10
NC(=O)C1(C(N)=O)OC1c1ccccc1 (configuration not stated)	2	2
COc1cccc(N2CC(C(=O)Nc3c(C)cccc3C)CC2=O)c1 (configuration not stated)	-4	1
S=P(N1CC1)(N1CC1)N1CC1	9	9
CCC(C)[C@H](NC(=O)NCc1ccc(F)cc1)C(=O)O (some centres not stated)	8	-4
COC(=O)c1cc(-c2ccc(OC)cc2)n[nH]1	-2	6
COc1ccc(CC(=O)OCC(=O)Nc2ccc3c(c2)OCO3)cc1OC	2	-2
COc1ccc(OC)c(C(O)c2ncc(-c3cccc(C(F)(F)F)c3)[nH]2)c1 (configuration not stated)	-12	-2

Continuation:
smiles	TAG inh	TAG inh DAPI viability
Cc1cc(C(=O)NNC(=O)CCC2CCCCC2)c(C)o1	-12	8
COc1ccccc1NC(=O)COC(=O)COc1cccc2c1OC(C)(C)C2	10	5
CNc1nc2c(C)cccn2c(=O)c1C=NCc1ccccc1	-1	7
Cc1nn(-c2ccccc2)c(NC(=O)c2cccs2)c(-c2ccccc2Cl)c1=O	-2	-2
CN(C)c1ncnc2sc(-c3ccccc3)cc12	17	-8
Nc1cc(C(F)(F)F)ccc1N1CCOCC1	11	-3
COc1ccc(N2C(=O)C3C4C=CC(C4)C3C2=O)nn1 (configuration not stated)	0	0
CCCc1cc(C(=O)Nc2sc(C(C)=O)c(C)c2C(=O)OCC)no1	2	-3
O=C(c1ccc([N+](=O)[O-])cc1)N1CCOCC1	0	-5
O=C1c2cccc(Cl)c2C(=O)c2c1cccc2N1CCCC1	15	1
CN1CCN(c2ccc(NC(=O)c3ccco3)cc2Cl)CC1	6	-3
COc1ccc(CN2CCCC(C(=O)N3CCCC3)C2)c(OC)c1OC (configuration not stated)	14	7

Further records:
smiles	TAG inh	TAG inh DAPI viability
CS(=O)(=O)c1ccc(C(=O)NCCN2C(=O)S/C(=C\c3cccnc3)C2=O)cc1[N+](=O)[O-]	17	-12
CCCN(CC(=O)Nc1ccccc1C)C(=O)C1CCN(c2ncnc3sc(C)c(C)c23)CC1	-13	2
C=CCN(c1ccc(C(=O)NCCCn2ccnc2)cc1)S(C)(=O)=O	-8	4
C/C(CCC(C)C)=N\NC(=O)COc1ccccc1-c1ccccc1	-21	-5
c1ccc(OCCCCN2CCCCC2)cc1	-5	5
CC(=O)NC(CC(=O)OCC(=O)N1c2ccccc2NC(=O)C1(C)C)c1ccccc1 (configuration not stated)	-5	-1
Cc1cc(=O)oc2c(CN3CCOCC3)c(O)ccc12	4	32
CN(C(=O)c1ccccc1Cl)c1ccccc1C(=O)NCCc1ccccc1	-12	3
O=C(CSc1nc2ccccc2c(=O)[nH]1)c1ccc(O)cc1O	-1	11
Cc1cccc(NC(=O)c2cc3cc([N+](=O)[O-])ccc3s2)n1	4	-4
N#Cc1c(CSCC(=O)O)cc(=O)n2c1[nH]c1ccccc12	-3	-1
COC(c1ccccc1)c1nnc(CCC(=O)N(C)C(C2CC2)C2CC2)o1 (configuration not stated)	-3	-3

(more compounds)
smiles	TAG inh	TAG inh DAPI viability
COc1cc(/C=N/n2nnnc2N)ccc1OCC(N)=O	7	-3
Cc1c(NC(=S)NNC(=O)CCC(=O)O)c(=O)n(-c2ccccc2)n1C	7	0
CCC(=O)c1ccc(N2CCN(C(=O)c3ccccc3F)CC2)c(F)c1	2	-6
CC1(C)SC2C(NC(=O)COc3ccccc3)C(=O)N2C1C(=O)O (configuration not stated)	12&8	4&-4
CC1CN(C(=O)/C=C/c2cccc([N+](=O)[O-])c2)CC(C)O1 (configuration not stated)	-2	5
CC(=O)c1cc(CN2CCC(N3CCC(C(=O)NC(C)C)CC3)CC2)cs1	4	-4
O=[N+]([O-])c1ccc(N/N=C/c2cn(-c3ccccc3)nc2-c2ccccc2)cc1	14	2
COC(=O)c1oc2ccccc2c1NC(=O)c1ccccc1O	5	1
Cc1cccc(NCc2ccccc2O)c1C	2	0
C/C(=N\O)c1ccc2[nH]ccc2c1	-12	3
N#C/C(=C/c1ccc(-c2ccc(S(=O)(=O)N3CCOCC3)cc2)o1)C(=O)NC1CC1	-7	2
COc1ccc(C(=O)N/N=C(\Cc2ncc[nH]2)c2ccccc2)cc1	-21	-31

Remaining list, next part
smiles	TAG inh	TAG inh DAPI viability
Cc1noc(C)c1COC(=O)Cc1ccc(Cl)c(Cl)c1	9	1
CCc1ccccc1N1CSC2=C(C#N)C(c3ccccc3F)CC(=O)N2C1 (configuration not stated)	-6	-2
O=C(O)c1cccc(Sc2cc(Cl)ccc2C(=O)O)c1	-9	11
OC[C@H]1O[C@@H](n2cnc3c(NC4CCCC4)ncnc32)[C@H](O)[C@@H]1O	6	6
CCOC(=O)[C@@H]1[C@H]2COc3cc(OC)ccc3[C@@H]2N2C(=O)N(c3ccc(Br)cc3)C(=O)[C@]12C	10	-8
O=C1OCC2=C1C(c1ccccc1)CC(=O)N2c1ccc(F)cc1 (configuration not stated)	0	-3
Cc1cc(Oc2ccc(Cl)cc2)nc(-c2ccccn2)n1	-2	1
S=C(NCc1ccccc1Cl)Nc1ccccc1Cl	-2	11
S=C(NCCc1ccccc1)NN=C1CCCCCC1	6	-6
COc1ccc(NCCNc2ccc(OC)cc2)cc1	-20	-8
CCCCCCc1nnc(NC(=O)OCC)s1	-10	9
O=C(c1ccco1)N1CCN(c2ccc(Cl)cc2)CC1	-7	-1

Carrying on.
smiles	TAG inh	TAG inh DAPI viability
CCN(CC)CCN1C2=C(C(=O)CC(C)(C)C2)C(c2cccc(F)c2)C2=C1CC(C)(C)CC2=O	-12	109
COCc1c(C(=O)OCC(=O)NCc2ccco2)oc2ccccc12	-2	-6
COC(=O)c1c(NC(=O)c2nc3ccccc3s2)sc2c1CCN(C(C)=O)C2	25	-9
Cc1ccc(NS(=O)(=O)c2cccc(C(=O)NC3CCN(Cc4ccccc4)CC3)c2)cc1	1	7
C[C@@H]1CN([C@H](C)CO)C(=O)c2cc(NC(=O)Nc3ccc4c(c3)OCO4)ccc2O[C@H]1CN(C)Cc1ccncc1	8	3
Cc1ccc(N2C(=O)C3C(C2=O)N2C(c4cccs4)C4C(=O)N(c5ccc(C)cc5)C(=O)C4N2C3c2cccs2)cc1 (configuration not stated)	15	-2
Cc1ccc(C(=O)N2CCCC(Nc3ccc(C)c(C)c3)C2)c(=O)[nH]1 (configuration not stated)	-11	-2
Cc1ccc(S(=O)(=O)Oc2ccc(/C=C(/NC(=O)c3ccccc3)C(=O)NCCCC(=O)O)cc2)cc1	3	-10
O=C(CSc1ccc2nnc(-c3ccccn3)n2n1)N1CCN(c2ccccc2)CC1	1	12
O=C(CCN1CCCCO1)N1CCCC(Nc2cccc(F)c2)C1 (configuration not stated)	-10	3
CC(=O)Nn1cnc2c(c1=O)C1(CCCCC1)Cc1ccccc1-2	-2	3
COc1ccc([N+](=O)[O-])cc1NS(=O)(=O)c1ccc(C(=O)N2CCCC2)cc1	-11	7

Further structures.
smiles	TAG inh	TAG inh DAPI viability
CCOc1ccccc1NC(=O)c1ccc2c(O)c(S(=O)(=O)c3ccccc3)c(=O)[nH]c2c1	3	-6
COc1ccc(Nc2nnc(SCC3CCCCO3)s2)cc1 (configuration not stated)	-18	3
Cc1n[nH]c(C)c1S(=O)(=O)N1CCN(c2ccccn2)CC1	-9	-4
O=C(Nc1ccc(N2CCOCC2)cc1)c1ccc(-c2ccccc2[N+](=O)[O-])o1	-30	-3
Cc1ccc(C(=O)Nc2ncc(Cc3ccc(F)cc3)s2)o1	-18	4
CCc1ccccc1NC(=O)C(Cc1ccccc1)c1nn[nH]n1 (configuration not stated)	-4	5
CC(=NNC(=O)c1ccc2nc[nH]c2c1)c1ccc(Br)cc1	3	8
CC(=O)n1cc([C@H]2C=C(C(=O)N3CCN(Cc4ccccc4)CC3)O[C@@H](OCc3ccc(CO)cc3)C2)c2ccccc21	-15	1
Cc1cc(C)cc(C(O)c2ncc(-c3cccc(C(F)(F)F)c3)[nH]2)c1 (configuration not stated)	-13	-10
CC1(C)O[C@@H]2[C@H](O1)[C@@H](COS(=O)(=O)O)O[C@H]2n1cc(Br)c(=O)[nH]c1=O	6	-2
Cc1ccc(-n2c(SCC(=O)Nc3cccc(S(=O)(=O)NC4=NCCCCC4)c3)nc3ccccc3c2=O)cc1C	-4	-1
CSc1ccc(CN(C)C(=O)c2cc(S(=O)(=O)NCc3ccccc3)ccc2C)cc1	-8	-2

(list continues)
smiles	TAG inh	TAG inh DAPI viability
CC1CCN(C(=O)c2[nH]cnc2C(=O)N2CCN(c3ccccc3)CC2)CC1	-10	3
COc1ccccc1C(=O)NCCN1CCCC1	-19	2
CC(C)CN1CCN(Cc2cccn2-c2cccnc2)CC1CCO (configuration not stated)	-5	3
Cc1cc(Cl)ccc1NC(=O)CN1C(=O)NC2(CCCc3ccccc32)C1=O (configuration not stated)	12	-8
COc1ccc(Cl)cc1NC(=O)N1CCN(c2ccccc2OC)CC1	1	-4
Cn1c(SCC(=O)Nc2ccccc2)nnc1C(F)(F)F	-2	4
